Source: PubChem (The Scripps Research Institute Molecular Screening Center)
IDE act – activators of human insulin-degrading enzyme in cells | P14735 | HEK cells, FAbeta-B cleavage, fluorescence polarization; 0% vehicle, 100% cell-free pure enzyme wells | activation, % at 5.96 µM | hit rate 0.073% among 340,000 | AID 493087;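 active = activation above the mean of all tested compounds plus 3 SD, set per screening campaign, cut at about 17% in these data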
Active calls of the source: *.

SMILES	IDE act
CC[C@@H]1C(=O)OC[C@@H]1Cc1cncn1C	8

A portion of the library. The share of hits here may be higher or lower than overall.
